Screens deposited in PubChem by The Scripps Research Institute Molecular Screening Center.
Tn6 DDE FP = inhibitors of Tn6 peptide binding to human fibrin DD(E). P02675. Fibrin DD(E) TRITC-Tn6 fluorescence polarization displacement. inhibition, % at 8.3 µM. 370,000 compounds, 0.21% hits. AID 720509;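 active = inhibition above a per-campaign cutoff: mean of compounds within control limits plus 3 SD, cut at about 15% in these data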;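 note: 0% = median of all compound wells on the plate and 100% = blocking peptide control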
MBD2 DNA inh = blocks human MBD2 binding to methylated DNA; TR-FRET, MBD2 binding to methylated oligonucleotide; inhibition, % at 4.4 µM; Q9UBB5; 370,000 compounds, 0.31% hits; AID 686964; in the data active = inhibition above about 13%
proKLK7 act = activators of human kallikrein-7 zymogen | purified proKLK7, EDANS-DABCYL substrate fluorescence; 100% is mature enzyme control, 0% vehicle | activation, % at 7 µM | 370,000 compounds, 0.9% hits | P49862;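 active = activation above the mean of all tested compounds plus 3 SD, computed per campaign excluding outliers beyond control limits, cut at about 13% in these data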
Tn7 DDE FP = disrupts Tn7 cyclic peptide binding to fibrin D-Dimer-E complex; P02675; FP displacement of FITC-Tn7 peptide from fibrin DD(E); 0% = median of compound wells per plate; inhibition, % at 8.3 µM; 370,000 compounds, 0.13% hits; AID 720508;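 active = inhibition above the mean of compounds falling within the control limits plus 3 SD of them, cut at about 14% in these data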;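 note: 0% = plate median of compound wells and 100% = 10 µM Aha-Tn7 peptide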
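assay system = human clot-derived fibrin DD(E) complex | quantity = Fibrin-DD(E) at 2 µM final | timing = 10 min preincubation, 3 h with tracer, room temperature | signal = fluorescence polarization | measure = percent inhibition | benchmarks = high control wells with 10 µM unlabelled Aha-Tn7 peptide (full inhibition) | replicates = singlicate testing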
PLC-gamma1 inh = blocks human PLC-gamma1 enzyme activity. P19174. purified PLC-gamma1, fluorogenic substrate, fluorescence. inhibition, % at 12.2 µM. 370,000 compounds, 0.84% hits; in the data active = inhibition above about 9.5%
ARFGAP1 inh = inhibits rat ARF GTPase activating protein 1 | 360,000 compounds, 0.26% hits | inhibition, % at 16.5 µM | Arfgap1-stimulated ARF1 GTP hydrolysis, GDP FP detection | AID 651572 | Q62848;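 active = inhibition above a per-plate limit, mean inhibition of low control wells plus 3 SD, cut at about 25% in these data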;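 note: 0% = DMSO wells with enzyme and 100% = wells lacking Arfgap1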
Target sequence (Q62848 1-136 limits assumed): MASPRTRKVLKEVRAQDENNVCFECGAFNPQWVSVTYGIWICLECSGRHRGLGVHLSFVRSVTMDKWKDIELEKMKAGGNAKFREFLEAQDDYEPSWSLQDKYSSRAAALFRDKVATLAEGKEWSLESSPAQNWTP
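Assay system: Rat Arfgap1 GAP domain (His6, aa 1-136), purified enzyme | Buffer or medium: HEPES 25 mM pH 7.5, NaCl 150 mM, MgCl2, DTT | Schedule: GTP hydrolysis reaction 2 h at 25 °C | Signal: FP of antibody-bound GDP Alexa 633 tracer, ex 620/em 688 nm | Measure: Percent inhibition of Arfgap1-stimulated GTP hydrolysis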
ASAP1 inh = blocks human ASAP1-stimulated Arf1 GTP hydrolysis | inhibition, % at 16.5 µM | AID 624377 | 360,000 compounds, 0.19% hits | Q9ULH1 | GDP FP detection; in the data active = inhibition above about 25%;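 note: 0% = vehicle with enzyme and substrate and 100% = no enzyme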
ADAM17 inh = ADAM17 inhibition, QFRET primary screen; inhibition, % at 6.95 µM; AID 720648; recombinant ADAM17, EDANS/DABCYL FRET peptide cleavage; P78536; 370,000 compounds, 0.83% hits;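 active = inhibition above the mean of compounds lying between control limits plus 3 SD, set per campaign, cut at about 8.5% in these data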;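 note: 0% = DMSO-only wells as the low control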
PLC-beta3 inh = inhibitors of human phospholipase C beta3; inhibition, % at 12.2 µM; AID 720704; Q01970; Purified PLC-beta3, fluorogenic substrate, fluorescence; 370,000 compounds, 0.18% hits; in the data active = inhibition above about 11%;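 note: 0% = median of compound wells on plate and 100% = full blocker control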
UHRF1 binding = blocks human UHRF1 binding to methylated DNA. Q96T88. UHRF1 binding to methylated oligo, TR-FRET. inhibition, % at 4.4 µM. 370,000 compounds, 0.75% hits. AID 687016; in the data active = inhibition above about 21%;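 note: UHRF1 SRA domain binding a hemimethylated CpG hairpin DNA probe; 0% = median of test compound wells and 100% = reference inhibitor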
Target sequence (Q96T88 whole entry, looked up, the tested form may be a part): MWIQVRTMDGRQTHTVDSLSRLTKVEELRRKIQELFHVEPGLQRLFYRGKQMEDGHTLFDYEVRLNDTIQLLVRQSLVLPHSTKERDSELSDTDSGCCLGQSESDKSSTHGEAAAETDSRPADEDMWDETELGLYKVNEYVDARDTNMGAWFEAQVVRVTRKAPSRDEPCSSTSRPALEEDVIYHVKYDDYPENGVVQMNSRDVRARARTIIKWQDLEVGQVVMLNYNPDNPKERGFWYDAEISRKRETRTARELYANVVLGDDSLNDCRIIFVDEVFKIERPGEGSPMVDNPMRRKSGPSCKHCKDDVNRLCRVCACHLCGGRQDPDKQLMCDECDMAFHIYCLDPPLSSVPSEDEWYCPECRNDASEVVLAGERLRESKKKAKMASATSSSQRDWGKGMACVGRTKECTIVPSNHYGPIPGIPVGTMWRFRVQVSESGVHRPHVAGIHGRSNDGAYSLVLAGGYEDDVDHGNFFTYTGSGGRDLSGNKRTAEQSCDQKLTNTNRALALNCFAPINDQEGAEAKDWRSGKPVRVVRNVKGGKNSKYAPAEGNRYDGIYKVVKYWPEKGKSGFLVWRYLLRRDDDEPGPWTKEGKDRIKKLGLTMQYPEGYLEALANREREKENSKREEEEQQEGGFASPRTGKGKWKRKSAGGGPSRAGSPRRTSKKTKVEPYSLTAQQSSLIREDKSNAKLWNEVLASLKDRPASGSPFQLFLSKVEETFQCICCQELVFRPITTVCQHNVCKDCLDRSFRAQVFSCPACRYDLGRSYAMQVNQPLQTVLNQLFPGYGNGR
* hit, by the source's call; i = inactive; . = not tested or not shown. Compounds as they come, and some 4.1% of all compounds hit somewhere here.

Each structure is followed by: MBD2 DNA inh, Tn6 DDE FP, PLC-gamma1 inh, Tn7 DDE FP, UHRF1 binding, PLC-beta3 inh, ARFGAP1 inh, proKLK7 act, ASAP1 inh, ADAM17 inh
CCOCCCN(C(=O)c1ccco1)C(C(=O)NC1CCCC1)c1ccc(OC)cc1 (stereo unspecified)
→ 1, 0, 7, -4, 0, 0, -3, 0.4, -4, -2
O=C(NCCc1c[nH]c2ccccc12)OCc1cn(Cc2cccc(Cl)c2)nn1
→ -1, 0, -1, -5, -1, -2, ., 0.9, ., 1
O=C(OCC(=O)c1ccc[nH]1)c1ccc(C(F)(F)F)cc1
→ 0, -4, 1, -6, 0, 3, 1, -0.4, -7, -2
COc1cc(OC)c(C2N(c3ccc(Cl)c(Cl)c3)C(=O)C3CCCN32)cc1OC (stereo unspecified)
→ 8, -4, -32, 8, 7, -41, 9, 0.2, 6, -16
O=C(NNc1cccc(Cl)c1)c1cccnc1Cl
→ 2, 1, 0, -6, -3, 4, 12, 0.9, 2, 0
Oc1ccc2ccccc2c1C=Nc1ccc(Cl)cn1
→ -1, -6, -2, -6, -1, -5, -11, -0.2, 5, -2
COCC(=O)N(C)C[C@H]1Oc2cc(Br)ccc2S(=O)(=O)N([C@H](C)CO)C[C@H]1C
→ 3, 7, 0, 2, 0, -1, 0, -0.1, 6, -1
CCC(=O)N1CCCC(C)(C(=O)Nc2nccc3ccccc23)C1 (stereo unspecified)
→ 5, 2, -2, 0, 3, 0, 5, -0.8, -7, -6
COc1ccccc1NC(=O)Nc1nnc([C@H]2C[C@H](O)[C@@H](CO)O2)s1
→ -4, -5, 9, 8, 0, 5, 5, 0.4, -5, 3
Cc1ccc(S(=O)(=O)N2CC3(O)CN(C(=O)OC(C)C)N(C(=O)OC(C)C)CC3(OC(=O)NCc3ccccc3)C2)cc1 (stereo unspecified)
→ 4, -10, 1, -3, 0, 2, 18, -0.2, 13, 6
CSc1ccc(S(=O)(=O)NCC(=O)OCC(=O)N(C)Cc2ccccc2)cc1[N+](=O)[O-]
→ -5, 5, -2, 7, -1, -2, -10, 0.1, -3, 4
COc1ccc(-c2nn(-c3ccccc3)cc2C(=O)N2CCN(S(=O)(=O)c3cccc(F)c3)CC2)cc1
→ 3, 14, -23, 6, -1, 1, -5, 0.8, -6, -3
Cc1ccc(C(C)C)c(OCc2nn(CC(=O)c3ccc(Cl)cc3)c3[n+]2CCCCC3)c1
→ 0, -4, -12, 3, 1, -7, 6, 0.5, -2, 2
O=C(Nc1ccc2c(c1)OCCO2)c1cc2ccccc2o1
→ -2, 0, 2, -4, 2, -3, 8, 0.6, 2, 3
C#CCOCCOCCOCCNc1nc(N2CCN(C(=O)C([C@@H](C)CC)n3cc(C(N)Cc4ccc(O)cc4)nn3)CC2)nc(N2CCN(C(=O)[C@H](CCC(=O)O)n3cc(C(N)[C@H](C)CC)nn3)CC2)n1 (stereo partly specified)
→ 4, 3, 0, 0, 5, 2, 5, -0.2, 17, -1

Part of the list above, with tabs:
Structure	MBD2 DNA inh	Tn6 DDE FP	PLC-gamma1 inh	Tn7 DDE FP	UHRF1 binding	PLC-beta3 inh	ARFGAP1 inh	proKLK7 act	ASAP1 inh	ADAM17 inh
O=C(NCCc1c[nH]c2ccccc12)OCc1cn(Cc2cccc(Cl)c2)nn1	-1	0	-1	-5	-1	-2	.	0.9	.	1
O=C(OCC(=O)c1ccc[nH]1)c1ccc(C(F)(F)F)cc1	0	-4	1	-6	0	3	1	-0.4	-7	-2
COc1cc(OC)c(C2N(c3ccc(Cl)c(Cl)c3)C(=O)C3CCCN32)cc1OC (stereo unspecified)	8	-4	-32	8	7	-41	9	0.2	6	-16
O=C(NNc1cccc(Cl)c1)c1cccnc1Cl	2	1	0	-6	-3	4	12	0.9	2	0
Oc1ccc2ccccc2c1C=Nc1ccc(Cl)cn1	-1	-6	-2	-6	-1	-5	-11	-0.2	5	-2
COCC(=O)N(C)C[C@H]1Oc2cc(Br)ccc2S(=O)(=O)N([C@H](C)CO)C[C@H]1C	3	7	0	2	0	-1	0	-0.1	6	-1
CCC(=O)N1CCCC(C)(C(=O)Nc2nccc3ccccc23)C1 (stereo unspecified)	5	2	-2	0	3	0	5	-0.8	-7	-6
COc1ccccc1NC(=O)Nc1nnc([C@H]2C[C@H](O)[C@@H](CO)O2)s1	-4	-5	9	8	0	5	5	0.4	-5	3
Cc1ccc(S(=O)(=O)N2CC3(O)CN(C(=O)OC(C)C)N(C(=O)OC(C)C)CC3(OC(=O)NCc3ccccc3)C2)cc1 (stereo unspecified)	4	-10	1	-3	0	2	18	-0.2	13	6
CSc1ccc(S(=O)(=O)NCC(=O)OCC(=O)N(C)Cc2ccccc2)cc1[N+](=O)[O-]	-5	5	-2	7	-1	-2	-10	0.1	-3	4

(listing goes on)
Each structure is followed by: MBD2 DNA inh, Tn6 DDE FP, PLC-gamma1 inh, Tn7 DDE FP, UHRF1 binding, PLC-beta3 inh, ARFGAP1 inh, proKLK7 act, ASAP1 inh, ADAM17 inh
CC(NC(=O)CSc1ncn[nH]1)c1ccc(Cl)cc1Cl (stereo unspecified)
→ 2, 3, 3, -9, 5, -3, 4, 0.5, -7, 0
O=C(Nc1cccc(NC(=O)c2cccs2)c1)c1ccc(Br)o1
→ 1, 13, 1, 0, 0, -7, 9, 0.4, -6, 5
COc1ccc(OCCSc2nc3ccccc3c(=O)[nH]2)cc1
→ -9, 7, 0, 12, -2, -1, 10, 0.1, 19, 0
COc1ccc(CNC(=O)[C@@H]2CCCN2C(=O)[C@@H]2Cc3ccccc3CN2C(=O)OC(C)(C)C)cc1
→ 2, 2, 3, 1, -3, -3, -2, -0.3, -5, -2
COCCN1C[C@@H](CO)O[C@@H](n2cnc3c(N(C)C)ncnc32)C1
→ 3, -5, 4, 2, -1, 5, 8, 0.0, -5, -1
CCn1c(CN2CCCCCC2=O)nnc1SCc1cnc(-c2ccccc2)s1
→ 0, -1, 0, 4, 2, 2, 3, 0.3, 3, -7
COc1ccc(Cl)cc1NC(=O)c1nnn(CC(=O)Nc2cc(C)cc(C)c2)c1N
→ 4, 0, 1, 3, 4, -3, 0, -0.5, 2, -4
CC(C)C(NC(=O)C(NC(=O)C1O[C@@H]2OC(C)(C)O[C@@H]2[C@H]2OC(C)(C)O[C@@H]12)C(C)C)C(=O)O (stereo partly specified)
→ 3, 0, 0, 7, 0, 0, -3, 0.7, -7, -1
Cc1ccc2cc(/C=N/NC(=O)CN3CCCCC3)c(Cl)nc2c1
→ -8, 6, -4, 7, -8, -5, 3, -0.5, 2, 1
C/C=C/C(=O)Nc1cccc(C2=NOC3(C2)C[C@@H](C(N)=O)N(C(=O)/C(C)=C/C)C3)c1 (stereo partly specified)
→ -1, -6, 1, 2, -3, 1, 0, 0.0, -6, -5
CCOC(=O)c1ccccc1NC(=O)Nc1ccc(OC)c(OC)c1
→ 4, -3, 0, 2, 0, 3, -1, -0.3, 0, -6
CCCC(=O)Nc1nc2c(OC)ccc(OC)c2s1
→ -3, 0, -22, 9, -2, -23, -4, -0.4, 6, -2
Cc1ccccc1N1CN(Cc2ccco2)CNC1=S
→ 1, -1, -1, 3, 1, 0, 5, 0.1, 2, -5
COc1cc2c(cc1OC)CN(c1ccc3ccccc3n1)CC2
→ 0, -2, i, 0, -6, i, 16, 42*, -6, -82
CN1C(=O)N(C)C2(c3ccccc3)NNC(N)=NC12c1ccccc1 (stereo unspecified)
→ -3, 9, 3, 2, -1, -3, -1, -0.1, -6, 0
COc1ccc(-c2nn(-c3ccccc3)cc2C(=O)Nc2nccs2)cc1
→ 0, -20, 1, -5, 4, -3, 21, 0.1, 10, 7
CN(C)C(=S)NC(=O)C12CC3CC(C)(CC(C)(C3)C1)C2
→ -1, -5, -1, -6, -1, -8, 13, 0.1, 4, 0
CCOC(=O)C1CCCN(CCC(=O)Nc2cccc(Cl)c2C)C1 (stereo unspecified)
→ 0, 7, 6, -3, 2, 1, 7, -0.4, 0, 4
OCCN1CCN(c2ncnc3c2ncn3[C@H]2CN(Cc3ccco3)C[C@@H](CO)O2)CC1
→ 0, -5, -2, 2, 1, 3, 3, -0.4, -6, -4
O=C(Nc1ncn[nH]1)c1cc(S(=O)(=O)Nc2ccc(Cl)cc2)ccc1Cl
→ 2, -1, 4, -6, 1, 0, -1, -0.1, 5, 3
CCCCCc1ccc(-c2ccc(C(=O)O)cc2)nc1
→ -6, 6, 8, 0, 0, 5, -5, -0.5, 0, 1
Nc1nc2c(ncn2[C@@H]2O[C@H](C(=O)NCCc3c[nH]c4ccccc34)[C@@H](O)[C@H]2O)c(=O)[nH]1
→ 0, 9, 1, -10, 3, 2, -2, -0.1, -5, 4
CN(C)S(=O)(=O)N1CCC(Oc2cccc(C(=O)NC3CCCCCC3)c2)CC1
→ 2, 0, 0, 4, 2, -3, -14, 0.7, 7, 0
O=C(CCCN1C(=O)/C(=C/c2cccs2)SC1=S)NNC(=O)c1cccnc1
→ -1, -4, 2, -1, 1, -5, 3, 0.9, -14, -4
O=C(NCCc1ccccc1)c1ccc(CS(=O)(=O)Cc2ccc(F)cc2)o1
→ 0, -2, 1, 8, -1, 1, 5, 0.5, 13, 0
COc1ccccc1NC(=O)N1CCN(c2ccccc2F)CC1
→ 4, -3, -2, 10, 1, 2, 6, 0.2, -7, -1

Results in MBD2 DNA inh, for some of the entries so far:
smiles	MBD2 DNA inh
CN(C)S(=O)(=O)N1CCC(Oc2cccc(C(=O)NC3CCCCCC3)c2)CC1	2
O=C(CCCN1C(=O)/C(=C/c2cccs2)SC1=S)NNC(=O)c1cccnc1	-1
